From PubChem BioAssay
Keap1-Nrf2 PPI – disrupts human Keap1 binding to Nrf2 peptide; 0.15% of 340,000 active; inhibition, % at 9.4 µM; Keap1 Kelch-Nrf2 peptide fluorescence polarization, 1536-well; in the data active = inhibition above about 12%;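 note: human Keap1 Kelch domain with fluorescein labeled Nrf2 9mer peptide probe; 0% = neutral control wells and 100% = peptide positive control; higher means more block of Keap1 binding to Nrf2 peptide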
Target sequence (Q14145 whole entry, looked up, the tested form may be a part): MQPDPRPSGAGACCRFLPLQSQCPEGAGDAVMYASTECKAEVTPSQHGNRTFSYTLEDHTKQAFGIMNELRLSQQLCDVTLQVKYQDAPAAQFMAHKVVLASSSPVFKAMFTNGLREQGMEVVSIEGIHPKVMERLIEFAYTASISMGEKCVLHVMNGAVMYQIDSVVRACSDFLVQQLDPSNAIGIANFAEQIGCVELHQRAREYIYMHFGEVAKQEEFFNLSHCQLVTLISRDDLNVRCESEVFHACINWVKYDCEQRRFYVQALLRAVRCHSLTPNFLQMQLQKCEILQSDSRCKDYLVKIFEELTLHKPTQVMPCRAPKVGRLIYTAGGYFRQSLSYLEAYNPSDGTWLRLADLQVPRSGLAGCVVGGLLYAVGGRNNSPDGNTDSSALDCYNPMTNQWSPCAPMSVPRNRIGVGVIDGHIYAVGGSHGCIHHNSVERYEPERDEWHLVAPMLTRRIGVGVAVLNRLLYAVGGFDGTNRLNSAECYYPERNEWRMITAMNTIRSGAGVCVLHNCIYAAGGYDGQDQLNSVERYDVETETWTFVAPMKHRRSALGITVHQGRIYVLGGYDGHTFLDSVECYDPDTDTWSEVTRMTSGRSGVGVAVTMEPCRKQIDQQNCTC
CAL PDZ FP-1 – CAL PDZ (human) peptide binding inhibition; Q9HD26; purified CAL PDZ, TMR-peptide fluorescence polarization, 1 h; inhibition, % at 24.9 µM; 0.92% of 300,000 active; AID 602252;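 active = mean inhibition of at least 30% with at least half of replicates also reaching 30%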;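 note: 0% = DMSO neutral control and 100% = excess unlabeled competitor peptide PRC23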
CAL PDZ FP-2 – inhibitors of human CAL PDZ peptide binding; Q9HD26; purified CAL PDZ, TMR-peptide fluorescence polarization, 1 h; inhibition, % at 20 µM; 0.02% of 330,000 active; AID 504414;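 active = highest replicate inhibition of at least 40%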;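 note: plate controls were DMSO neutral control wells for no effect and unlabeled competitor peptide control wells for full effect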
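Read-out basis: mP drop reported as inhibition | Assay system: Tagged CAL PDZ protein CerCALP, purified | Benchmarks: Unlabelled peptide for full inhibition, DMSO wells as neutral | Schedule: 1 h incubation at room temperature before polarization reading | Buffer or medium: Sodium phosphate/NaCl buffer pH 7.4 with TCEP, IgG, Thesit | Doses: Single point, 20 µM | Measured by: Fluorescence polarization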
LANA DNA inh – KSHV C-LANA DNA binding inhibition; MBP-C-LANA/FAM-LBS DNA binding, fluorescence polarization; 0.078% of 340,000 active; inhibition, % at 9 µM; AID 504423;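 active = highest replicate inhibition at or above 60% at 9 µM, even if other replicates fall short; inactive = all replicates below 60% inhibition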;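 note: 0% = neutral control wells and 100% = 4 µM acridine orange control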
DAGLB inhibitor – blocks human DAGLB lipase activity; Q8NCG7; HEK293T DAGLB membrane lysate, EnzChek fluorogenic substrate; inhibition, % at 5.17 µM; 0.059% of 340,000 active; in the data active = inhibition above about 34%;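 note: 0% = enzyme with vehicle and 100% = wells lacking enzyme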
RTF Ca sens act – cardiac RTF calcium sensitization | 0.24% of 340,000 active | P19429+P45379 | IANBD-labeled TnC RTF fluorescence at EC20 calcium; 0% EC20 calcium, 100% full calcium | AID 493008 | activation, % at 7.2 µM;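 active = activation above the mean over all tested compounds plus 3 SD, cut at about 30% in these data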;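 note: rise in fluorescence read as greater calcium sensitivity of cardiac thin filaments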
RTF Ca sens inh – cardiac RTF calcium desensitization; IANBD-labeled cardiac RTF, Ca2+ fluorescence; 0.12% of 340,000 active; P19429+P45379; inhibition, % at 7.15 µM;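 active = inhibition above the mean inhibition of all tested compounds plus 3 SD, cut at about 17% in these data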;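 note: assay run at fixed EC70 calcium of 1.6 mM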
SR-BI uptake up – enhances SR-BI lipid uptake from DiI-HDL. activation, % at 12.5 µM. CHO ldlA[mSR-BI] cells, DiI-HDL uptake fluorescence, 3 h; 100 = double the neutral-control signal. 0.096% of 320,000 active. AID 504775;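 active = mean replicate activation of at least 60% and every replicate at or above 60%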;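 note: 0% = median plate neutral-control signal and 100% = twice that signal; values of inactives mirror those of a sister screen read the other way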
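system = CHO ldlA[mSR-BI] cells, LDL receptor-null, SR-BI overexpressing | medium = Ham's F12 with 0.5% BSA, HEPES 25 mM, pH 7.4 | probe or stimulus = DiI-HDL 10 µg/mL | compound dosing = single-point compound dose | incubation = compound exposure 3 h, 37 °C | technique = DiI fluorescence, bottom read | read-out = cell-associated DiI fluorescence as measure of HDL uptake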
Rtt109 Vps75 – C. albicans Rtt109 histone acetyltransferase inhibition | Q5AAJ8 | purified Rtt109/Vps75, ThioGlo CoA-SH fluorescence, 4 h | inhibition, % at 34.9 µM | 0.16% of 330,000 active | AID 540336;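 active = inhibition of at least 50% in every replicate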
Target sequence (Q5AAJ8 whole entry, looked up): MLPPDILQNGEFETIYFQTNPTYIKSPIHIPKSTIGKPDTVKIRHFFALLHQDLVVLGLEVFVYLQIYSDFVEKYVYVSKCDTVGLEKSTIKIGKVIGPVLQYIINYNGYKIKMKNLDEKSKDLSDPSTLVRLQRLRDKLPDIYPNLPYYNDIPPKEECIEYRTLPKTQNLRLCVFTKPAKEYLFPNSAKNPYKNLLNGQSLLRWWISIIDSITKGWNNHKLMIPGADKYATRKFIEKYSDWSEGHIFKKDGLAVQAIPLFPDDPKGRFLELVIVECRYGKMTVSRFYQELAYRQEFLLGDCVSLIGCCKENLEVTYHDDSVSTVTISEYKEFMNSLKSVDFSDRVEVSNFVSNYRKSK
PKA-R2B act – activates the human PKA-R2B holoenzyme complex. PKA-R2B holoenzyme dissociation, Cy5-IP20 fluorescence polarization; R2B truncated from residue 108, S112A mutant; 0% DMSO only, 100% 113 µM cGMP. activation, % at 11.4 µM. 0.079% of 340,000 active;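 active = activation above a cutoff set at the mean over all compounds plus 3 SD, cut at about 18% in these data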;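 note: higher means more holoenzyme dissociation and a rise in polarization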
Numbers without * were called inactive; · = not tested or not shown. This is a random part of the collection, and some 1.6% of all compounds hit somewhere here.

SMILES	Rtt109 Vps75	CAL PDZ FP-2	CAL PDZ FP-1	RTF Ca sens inh	SR-BI uptake up	DAGLB inhibitor	LANA DNA inh	Keap1-Nrf2 PPI	RTF Ca sens act	PKA-R2B act
COc1ccc(CCCN2CCC(CN3CCNC(=O)C3=O)CC2)cc1OC	5.9	0.8	-2.3	-5.3	2.7	-1.6	0.4	1.7	-5.7	-3.9
CC(C)NC(=S)N1CCn2c(nc3ccccc32)C1	-3.2	-0.4	·	-20.3	0.3	-2.3	-0.6	-2.5	-2.3	1.5
N/C(=N\OC(=O)c1ccc(Cl)cc1)c1ccc(Cl)cc1	-5.4	-0.6	6.9	-7.8	·	-1.7	-0.5	-4.9	-1.7	-11.8
O=C(COC(=O)c1cccs1)Nc1ccc(F)c(F)c1	-3.7	-0.6	-2.1	11.3	13.8	-1.0	0.8	0.0	0.5	-8.6
COC(=O)c1ccccc1NC(=O)CCCCCn1nnc2ccccc2c1=O	-0.6	-0.7	2.8	0.0	33.5	-3.1	-0.7	-2.8	-6.2	9.6
COCCN(C(=O)COC(=O)C1(C)CC1(Cl)Cl)c1c(N)n(Cc2ccccc2)c(=O)[nH]c1=O (centres undefined)	6.3	-0.6	-6.1	-2.8	2.5	0.0	0.4	-4.5	-0.2	4.9
CC(=O)Nc1ccc(-c2csc(NC(=O)C3CSC4(C)CCC(=O)N34)n2)cc1 (centres undefined)	-8.1	-5.3	-3.8	-9.9	-32.6	3.2	1.5	-3.7	-3.0	-6.7
NNC(=O)CNS(=O)(=O)c1ccc([N+](=O)[O-])cc1	·	-0.4	5.1	-2.2	18.0	0.4	0.6	-1.1	-3.6	-15.2
O=c1[nH]c(CN2CCN(S(=O)(=O)/C=C/c3ccccc3)CC2)nc2ccccc12	3.0	-0.9	-1.0	5.9	-5.4	2.2	16.2	-0.2	-3.8	2.3
CC1CCc2[nH]c3ccc(C(=O)NCCCOC(C)C)cc3c2C1 (centres undefined)	-0.3	-0.1	4.0	-3.1	-35.1	3.0	-0.8	-1.2	-0.1	7.0
COc1ccc(S(=O)(=O)N2CCC(C(=O)N[C@@H](C)C(=O)NCc3cccc(OC)c3)CC2)cc1	-4.5	-0.8	-3.5	-10.4	3.9	-1.6	2.8	-3.1	1.1	-10.7
CC(C)=CCc1c2c(c3occ(-c4ccc(O)cc4)c(=O)c3c1O)C=CC(C)(C)O2	4.9	0.0	-1.7	-6.9	-33.5	-12.6	-0.4	-4.5	-2.0	-1.4
O=C(Cn1ncc2c1-c1ccccc1OC2)Nc1cccc(Cl)c1	-1.8	-1.2	·	4.1	-1.0	-3.2	-0.2	-1.8	2.7	3.6
CCCc1nc(SCC(=O)N2CCCc3ccccc32)c2c(=O)n(C)c(=O)n(C)c2n1	9.9	-9.7	-5.2	-4.3	-29.0	0.8	-2.3	-1.6	-3.4	3.1
CC(C)Oc1cccc(C(=O)NC(=S)Nc2ccc(N3CCN(C)CC3)cc2)c1	7.4	0.0	-1.1	0.4	-18.8	-2.2	-0.3	0.3	0.7	9.8
CC1CCc2c(sc3ncn4c(SCC(=O)NCc5ccco5)nnc4c23)C1 (centres undefined)	16.4	-0.8	5.0	-7.9	-6.1	-4.3	-0.6	-3.6	0.4	6.3
NS(=O)(=O)c1ccc(CNC(=O)c2scc3c2CCCC3)cc1	-6.1	3.4	-4.7	-1.5	16.1	-0.2	0.0	-8.0	-6.3	0.5
Cc1nc(C(=O)NCCC(C)C)sc1C1(C)CC(c2ccccc2)=NO1 (centres undefined)	12.9	-0.5	-6.5	-2.7	-16.4	-7.2	0.3	-4.3	5.0	-4.1
CC1=NN(C(=O)CCc2ccc3c(c2)OCO3)C(O)(C(F)(F)F)C1 (centres undefined)	-5.0	-1.9	-1.9	-9.2	18.4	-2.5	-2.9	0.2	-2.9	-11.8
COc1ccccc1C(=O)NNC(=S)NC(=O)c1cccs1	23.8	-2.6	-1.8	-5.0	-13.5	1.7	0.6	0.6	-3.3	2.2
CCc1nnc(NC(=O)CN2C(=O)CCC2=O)s1	5.7	0.1	-0.5	4.2	-5.1	0.8	2.0	-0.4	-1.3	-0.4
O=C(c1ccc(N2CCN(C3CC(=O)N(Cc4cccs4)C3=O)CC2)cc1)c1cccnc1 (centres undefined)	8.1	-3.0	-4.6	-0.2	-6.2	2.8	-0.3	-1.3	6.2	-6.9
CCN(CC)C(=O)C(Oc1ccc(S(=O)(=O)N2CCCC2)cc1[N+](=O)[O-])c1ccccc1 (centres undefined)	11.8	-3.0	0.8	-17.2	·	-2.2	-1.1	-4.3	-0.1	-10.5
O=S(=O)(NC1CCN(S(=O)(=O)c2ccc3c(c2)OCCO3)C1)c1c(F)cccc1F (centres undefined)	4.4	-1.2	2.6	1.6	3.6	-1.7	-0.7	6.0	-2.9	1.1
O=C(Cc1cccs1)NCc1ccc(F)cc1	7.8	0.1	-5.8	-13.0	2.9	-0.3	-0.7	-2.2	15.1	5.8

Next part (2 carried over from the part before).
SMILES	Rtt109 Vps75	CAL PDZ FP-2	CAL PDZ FP-1	RTF Ca sens inh	SR-BI uptake up	DAGLB inhibitor	LANA DNA inh	Keap1-Nrf2 PPI	RTF Ca sens act	PKA-R2B act
O=S(=O)(NC1CCN(S(=O)(=O)c2ccc3c(c2)OCCO3)C1)c1c(F)cccc1F (centres undefined)	4.4	-1.2	2.6	1.6	3.6	-1.7	-0.7	6.0	-2.9	1.1
O=C(Cc1cccs1)NCc1ccc(F)cc1	7.8	0.1	-5.8	-13.0	2.9	-0.3	-0.7	-2.2	15.1	5.8
O=C(Cc1ccccc1)NCC(=O)N1CCN(Cc2cccc(Cl)c2)CC1	0.9	-0.9	-2.6	-2.4	13.8	-0.4	-0.3	1.4	1.2	2.1
CCOc1ccc(NC(=O)CCS(=O)(=O)c2ccc3c(c2)CCCN3C(=O)CC)cc1	-3.0	·	1.2	4.1	0.9	2.7	-0.8	-3.4	11.1	-14.8
Cc1c(NC(=S)N2CCN(c3cccc(Cl)c3)CC2)c(=O)n(-c2ccccc2)n1C	-0.7	0.1	0.2	8.4	-12.7	0.1	0.1	1.9	3.2	0.2
CCN1CCN(S(=O)(=O)c2ccc(C(=O)Nc3ccccc3)cc2)CC1	-8.0	-1.6	·	-6.5	4.9	0.4	0.0	-2.4	1.6	-7.0
CCOC(=O)c1c(NC(=O)COC(=O)c2ccc(O)cc2)sc(C(=O)NC)c1C	-8.0	-2.3	-7.1	-13.9	-45.0	-1.9	0.8	-4.0	7.8	14.0
O=C(c1cccs1)N(Cc1ccc(Cl)cc1)C1CCS(=O)(=O)C1 (centres undefined)	-14.6	-2.2	-6.0	-7.9	11.1	2.1	-1.6	-0.3	2.5	-6.0
c1ccc(Oc2ncnc3ccccc23)cc1	-0.3	-0.5	2.2	-5.1	-1.6	-1.0	0.5	-3.7	-3.3	-14.9
O=C1Nc2c(c(=O)[nH]c(=O)n2-c2ccccc2F)C(C(F)(F)F)(C(F)(F)F)N1	4.2	-1.1	-0.2	-11.1	-2.9	-2.0	0.6	4.6	0.3	-2.5
CC(C)Cc1nnc(NC(=O)c2ccc3c(=O)n4c(nc3c2)CCC4)s1	10.2	0.0	5.7	-2.8	6.2	2.9	-1.9	7.2	-0.7	-6.9
COc1cc(/C=C/c2nc3ccccc3c(=O)[nH]2)ccc1OC(F)F	4.1	1.1	0.5	-18.3	-15.0	3.3	-0.5	-0.9	-2.4	-7.9
COc1cccc(C(=O)Nc2ccc(C(=O)O)cc2)c1	10.6	-1.4	-0.4	-29.7	·	-2.7	1.2	2.6	4.1	-1.9
COc1cc(CNCC(O)c2ccccc2)ccc1OCc1ccc(Cl)nc1 (centres undefined)	9.2	-1.7	-4.3	-2.8	-43.3	-2.1	-1.6	-0.6	3.5	-4.2
CC(C)N1CCc2c(sc(NC(=O)c3ccc(C(=O)c4ccccc4)cc3)c2C(N)=O)C1	38.9	-4.4	-7.3	-9.4	4.7	3.4	-6.5	-5.7	-11.4	1.8
NS(=O)(=O)c1ccc(-c2ccc(/C=C3\SC(=S)N(C4CCS(=O)(=O)C4)C3=O)o2)cc1 (centres undefined)	-3.2	-0.4	-1.4	-30.4	-28.7	-7.4	-0.8	-6.2	21.1	-0.9
O=C1c2ccccc2C(=O)N1CCC(c1ccc(F)cc1)c1ccco1 (centres undefined)	1.3	-0.7	-4.5	1.9	-22.9	1.3	-0.5	-3.1	6.9	-4.7
COC(=O)c1ccc2c(c1)NC(=O)C(N1CCOCC1)S2 (centres undefined)	3.0	0.0	-0.4	-1.6	21.1	1.3	1.1	-0.5	-3.5	-0.8
Cc1ccc(S(=O)(=O)CCC(=O)c2ccc(F)cc2)cc1	0.1	-1.8	3.5	3.4	15.4	0.1	-2.0	-9.2	2.5	-4.1
COc1ccc(-c2cc(C(=O)N3CCCCCC3)no2)cc1	7.3	-0.8	-1.6	-0.2	-3.0	0.1	2.3	-3.8	4.6	-11.0
CCOC(=O)Nc1ccc(C(=O)Oc2ccccc2)c(O)c1	-0.4	-4.5	-3.2	-1.4	-22.5	-6.6	-0.1	-5.0	-0.7	-8.0
O=C(O)c1ccc(O)cc1O	-2.4	-0.4	-1.5	-8.4	-5.4	-1.5	0.2	-0.9	-0.9	-2.8
COc1cc(Cl)c(C)cc1NC(=O)CNC(=O)Cn1cnc2ccccc2c1=O	-0.5	·	2.5	-7.9	-85.0	2.8	-0.3	0.5	0.5	1.8
